CHX counter = affects cycloheximide protein synthesis inhibition readout, counter-screen; cell reporter, cycloheximide protein synthesis inhibition counterscreen; max response, %; actives 12% (n = 300,000); AID 2314; in the data active = max response mostly above about 13%, no sharp cut-off; inactive = mostly below about 14%; also: read at 38.3 µM for the half of the compounds with a filed dose; 0% is about no effect
Shiga toxin inh = Shiga toxin inhibition. Vero cells, Shiga toxin protein synthesis inhibition reporter. inhibition, % at 38.7 µM. actives 9.2% (n = 290,000); in the data active = inhibition mostly above about 28%, no sharp cut-off; inactive = mostly below about 43%; also: 0% is about no effect
Tb PYK inh = inhibitors of Trypanosoma brucei pyruvate kinase; AID 624173; Q57TT1; TbPYK enzyme, Kinase-Glo Plus ATP luminescence, 45 min; actives 0.12% (n = 410,000); Potency, µM (titrated, usually from 76.8 µM), for inactives: at the highest dose activity, negative = inhibition, usual class: inhibitors; also: potency is read from the fitted curve at half-maximal effect; % is scaled to controls: 0 for no effect and ±100 for the full control effect; nearly all actives have a fitted effect of over 50% in size
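Assay buffer: 50 mM TEA pH 7.2, 100 mM KCl, 10 mM MgCl2, 0.05% BSA, 0.01% Tween-20. Pyruvate kinase from T. brucei plus substrate met compound, then ADP (130 uM final). Luminescence was read post 45 min RT.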
LmPK inhibitor = inhibitors of Leishmania mexicana pyruvate kinase; Q27686; purified LmPK, Kinase-Glo ATP luminescence, 1 h; Potency, µM (top dose mostly 57.5 µM), inactives show at the highest dose activity change, negative = inhibition, usual class: inhibitors; actives 0.37% (n = 290,000); also: potency is read from the fitted curve at half-maximal effect; % is scaled to controls: 0 for no effect and ±100 for the full control effect
Target sequence (Q27686 whole entry, looked up): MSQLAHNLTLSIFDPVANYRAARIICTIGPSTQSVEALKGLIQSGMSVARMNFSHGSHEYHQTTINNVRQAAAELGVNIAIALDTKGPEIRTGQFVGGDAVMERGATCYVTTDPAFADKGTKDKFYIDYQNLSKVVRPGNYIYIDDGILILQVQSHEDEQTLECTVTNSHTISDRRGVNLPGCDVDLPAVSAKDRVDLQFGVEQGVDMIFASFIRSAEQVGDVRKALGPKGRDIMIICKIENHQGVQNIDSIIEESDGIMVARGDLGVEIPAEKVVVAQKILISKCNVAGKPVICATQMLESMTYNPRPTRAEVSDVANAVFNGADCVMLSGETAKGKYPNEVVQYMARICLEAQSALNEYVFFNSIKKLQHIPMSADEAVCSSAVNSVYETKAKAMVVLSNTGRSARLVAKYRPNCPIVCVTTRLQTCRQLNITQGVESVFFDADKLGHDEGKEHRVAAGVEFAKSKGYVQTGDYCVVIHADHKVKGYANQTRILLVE
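Screened at intermediate enzyme activity to detect both inhibitors and activators: LmPK at 0.1 nM, with a 0.5 nM enzyme column as activation reference. PEP 0.5 mM, ADP 0.1 mM; ATP detected by luminescence after 1 h.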
Pf growth 96h = P. falciparum growth inhibition at 96 hours; Potency, µM (titrated, usually from 28.7 µM), for inactives: top-dose activity change, negative = inhibition, hits mostly inhibitors; actives 6.9% (n = 320,000); P. falciparum luciferase reporter growth, 96 h; also: potency is read from the fitted curve at half-maximal effect; % is scaled to controls: 0 for no effect and ±100 for the full control effect
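Two parasite generations (96 h, 37 C, 5% CO2) of compound exposure in infected erythrocytes (0.05% parasitemia, 2% hematocrit). Luciferase-reporter P. falciparum; decreased luminescence indicates inhibited growth, aimed at apicoplast-acting delayed death.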
Pf growth 48h = inhibits P. falciparum growth in the first generation, 48 h. P. falciparum luciferase growth in erythrocytes, 48 h. Potency, µM (highest dose often 28.7 µM), for inactives: at the top dose activity change, negative = inhibition, actives largely listed as inhibitors. actives 5.9% (n = 310,000); also: potency is read from the fitted curve at half-maximal effect; % is scaled to controls: 0 for no effect and ±100 for the full control effect
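Luciferase-expressing parasites in RBCs, 2% Hct / 0.1% parasitemia final; RPMI 1640 + 0.5% Albumax; 37 C, 5% CO2, one generation; luminescence read-out, lower signal = inhibition.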
AmpC no deterg = AmpC beta-lactamase inhibition without detergent; actives 0.52% (n = 330,000); AmpC nitrocefin hydrolysis, absorbance 480 nm, 0.0001% Triton; Potency, µM (titrated, usually from 57.1 µM), for the others: at the top dose activity change, negative = inhibition, most hits filed as inhibitors; AID 485341;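 also: potency is read from the fitted curve at half-maximal effect; plate controls were no compound for no effect and no enzyme for full effect; nearly all actives have a fitted effect of over 20% in size; some results filed as inactive show a strong effect at the top dose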
Target sequence (P00811 whole entry, looked up): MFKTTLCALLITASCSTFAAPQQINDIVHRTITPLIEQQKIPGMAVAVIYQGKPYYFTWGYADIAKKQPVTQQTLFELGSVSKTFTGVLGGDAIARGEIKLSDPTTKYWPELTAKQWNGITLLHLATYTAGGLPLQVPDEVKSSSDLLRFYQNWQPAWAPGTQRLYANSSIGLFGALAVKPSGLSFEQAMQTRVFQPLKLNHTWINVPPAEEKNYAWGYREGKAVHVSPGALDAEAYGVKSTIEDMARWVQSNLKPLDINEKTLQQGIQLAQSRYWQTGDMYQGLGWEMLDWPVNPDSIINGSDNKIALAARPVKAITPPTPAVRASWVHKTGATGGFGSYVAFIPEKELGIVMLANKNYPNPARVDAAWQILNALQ
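AmpC (5.3 nM in the dispensed reagent) in 20 mM phosphate pH 7.0 with 0.01% (detergent screen) or 0.0001% Triton X-100 was preincubated with compounds for 15 min at room temperature. Nitrocefin was then added from an 800 uM solution, and hydrolysis was followed at 480 nm.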
Starred values were filed as active, the others as inactive; ? = inconclusive; · = no result given; [ ] = dose if it differs, or a comment. Unless noted, calls follow the shape of the dose curve; as a rule, active = well fitted curve in the direction sought with a large enough effect; inconclusive = small, poorly fitted or top-dose-only effect, or another doubt; inactive = no such curve, though single readings can be large; an effect the other way counts as inactive or inconclusive.

SMILES | CHX counter | Shiga toxin inh | Tb PYK inh | LmPK inhibitor | Pf growth 96h | Pf growth 48h | AmpC no deterg
COc1ccc(NS(=O)(=O)c2cc(NC(=O)[C@@H](NC(N)=O)C(C)C)ccc2C)cc1 | 1.0 | 3.9 | -1.4% | 1.1% | 13.1% | 5.5% | -41.5%
O=C1CC(C(=O)N2CCN(c3ccccc3Cl)CC2)CN1Cc1ccccc1 (stereo not drawn) | · | · | -3.7% | · | ? | ? | 69.3%[activator]
O=C(CC(c1ccccc1)c1cc(Br)ccc1O)NCCCN1CCOCC1 (stereo not drawn) | -3.9 | · | ? | 16.5% | -20.1% | -58.2% | 29.3%
Cc1ccc(NC(=S)N(C)Cc2cn(C)c3ccccc23)cc1 | -2.9 | -19.1 | 0.6% | -0.7% | 13.4% | -9.1% | -34.2%
COc1ccc(C(=O)C2CCCN(C(=O)CCC3=NNC(=O)CC3)C2)c(C)c1 (stereo not drawn) | -4.4 | 16.7 | -4.8% | -0.7% | 10.4µM* | -0.3% | -12.5%
CCS(=O)(=O)c1nc(S(=O)(=O)c2ccc(Cl)cc2)c(N2CCOCC2)s1 | -1.3 | 7.0 | -10.3% | -1.1% | -13.4% | ? | 18.8%
CC(=O)CCc1oc2ccc(NC(C)=O)cc2c1-c1ccc(C)o1 | 7.6 | 9.4 | -13.9% | -14.4% | · | ? | 9.6%
O=C(NCc1cccnc1)c1ccc(-c2cc3ccccc3oc2=O)cc1 | 38.7* | 67.1* | 0.1% | -2.7% | ? | 41.1%[activator] | -10.8%
Nc1c(C(=O)CSc2nc(-c3ccccc3)cs2)c(=O)[nH]c(=O)n1C1CC1 | · | · | -0.2% | · | -21.2% | -15.0% | -19.6%
CCOC(=O)C1=C(C)N(c2ccccc2)C(=O)C1CC(=O)O (stereo not drawn) | -2.9 | -4.0 | 1.3% | -11.7% | 11.7µM* | -27.3% | -6.7%
CCc1c(C)nc2ncnn2c1Nc1ccccc1C | -1.7 | -6.5 | 0.1% | -1.0% | -2.8% | -4.7% | -2.1%
Cc1cccc(-n2c(C)nc3cc(C(=O)NCC4CCCO4)ccc32)c1 (stereo not drawn) | -3.2 | -6.6 | -7.5% | -3.3% | ? | 5.0% | 33.6%
COc1ccc(CCn2c(C(C)C)nc3oc4ccccc4c(=O)c3c2=O)cc1 | -0.5 | 19.7 | 2.3% | 2.0% | 6.57µM* | 8.28µM* | 3.5%
CC(C)CCNC(=O)CSc1nc2ccccc2s1 | 8.4 | 4.2 | 0.7% | 2.0% | 113.2% | 58.4%[activator] | -9.2%
CC(C)NC(=S)Nc1ccc2nc3n(c(=O)c2c1)CCCCC3 | 11.8 | 16.9 | -1.3% | 3.6% | 3.2% | 8.8% | -17.8%
Cc1ccc(NC(=O)C2CC(=O)n3c(nc4ccccc43)N2)cc1 (stereo not drawn) | -5.9 | -9.1 | -7.1% | -0.5% | -1.0% | 0.9% | -35.6%
CC1(C)CCC/C(=C\c2ccccc2)C1=O | · | · | 1.2% | · | 0.0% | -19.8% | -22.3%
Cc1ccc(-c2noc(COc3ccccc3C)n2)cc1 | 29.5* | 54.9 | 3.5% | -5.9% | 12.0% | 63.1%[activator] | -27.7%
COc1cc(C(=O)NCC(=O)N/N=C/c2ccccn2)cc(OC)c1OC | -4.6 | -5.3 | 0.1% | 4.5% | -11.7% | 0.3% | -11.7%
CCOc1ccccc1NS(=O)(=O)c1cccs1 | -2.9 | 1.0 | 4.3% | 1.9% | · | 9.9% | -9.3%
Cc1ccc(/C=N/NC(=O)c2n[nH]c3c2CCCC3)cc1 | 32.4* | 53.4* | 1.1% | 5.1% | 67.9%[activator] | 80.0%[activator] | -29.4%
Cc1c(/C=N/n2cnnc2)c2ccccc2n1CCOc1ccccc1 | -3.9 | -13.4 | 0.0% | 6.7% | ? | 13.1µM* | 136.1%[activator]
COc1ccc(-c2ccc(=O)n(Cc3cc(=O)n4ccccc4n3)n2)cc1 | 1.7 | 1.9 | -13.5% | 2.0% | -25.1% | ? | -2.3%
O=C(c1cc2c(s1)CCCC2)N1CCC2(CC1)OCCO2 | 21.7* | 75.7* | -5.6% | -2.1% | · | 32.9% | -9.8%
COc1ccc(C(=O)NC(=S)NNC(=O)c2cnccn2)cc1OC | -8.6 | -8.9 | -16.4% | -2.0% | ? | -14.7% | -24.6%
O=C(O)Cc1csc2ccccc12 | 1.2 | -6.0 | -7.5% | -7.1% | -21.4% | 4.3% | -4.9%
Cc1cc(/C=C2/NC(=O)N(c3ccccc3)C2=O)c(C)n1-c1cccnc1 | 59.3* | 90.6* | -4.2% | -1.5% | ? | 9.4% | -24.3%
CC(C)(C)SCCNC(=O)CN(c1ccccc1)S(=O)(=O)c1ccccc1 | -4.1 | 1.3 | -2.6% | 1.0% | ? | ? | 24.4%
Cc1ccc(S(=O)(=O)N(C)C)cc1NC(=O)COC(=O)C1(c2ccccc2)CC1 | · | · | 2.3% | · | -2.8% | ? | -20.3%
Cc1ccc2cc3c(nc2c1)N(c1ccccc1)CC3 | 13.0 | -5.2 | -1.5% | -2.3% | -3.4% | ? | -24.3%
Cc1cc(C(=O)Nc2cccc3ccccc23)c(C)o1 | 24.6* | 29.7 | 0.0% | 0.8% | ? | 4.1% | -7.7%
Cc1ccc(S(=O)(=O)N2CCCCC2)cc1NS(=O)(=O)c1ccc(Cl)c(C(=O)O)c1 | · | · | -1.8% | · | -4.2% | 5.4% | -10.8%
CSc1ccccc1C(=O)OCC(=O)N1CCN(C(C)=O)CC1 | · | · | -7.1% | · | ? | -3.5% | 1.3%
Cc1cccc(-n2cc(CN3CCN(C(=O)c4ncn[nH]4)CC3)c(-c3cccc(F)c3)n2)c1 | 20.6* | 63.8* | 6.5% | 1.7% | 16.2% | ? | 183.3%[activator]
O=C(COc1ccc(Br)cc1)Nc1ccc(S(=O)(=O)Nc2ccccn2)cc1 | -2.1 | -12.8 | -2.4% | -6.6% | ? | 11.0% | -3.4%
COc1ccccc1C(=O)NNC(=O)c1cccc(C)c1 | 23.5* | · | -17.6% | -9.9% | ? | 109.5%[activator] | -43.9%
COc1ccc(NS(=O)(=O)c2ccc(NC(=S)NC(=O)c3ccc(F)cc3)cc2)nn1 | -2.1 | 7.4 | -0.8% | -8.0% | 296.5%[activator] | 23.7% | -28.5%
C=CCNC(=S)NNC(=O)c1cccn(Cc2ccc(Cl)cc2)c1=O | -1.5 | -5.5 | · | 7.3% | 0.0% | 0.3% | -23.9%
CC(C)OC(=O)/C(=C\c1cccc2ccccc12)NC(=O)c1ccccc1 | -2.5 | -17.9 | -2.3% | 2.8% | 7.0% | ? | -28.0%
Cc1ccc(S(=O)(=O)N2CCCCC2)cc1NC(=O)Cn1ccsc1=N | -1.3 | -10.9 | 1.7% | 0.3% | 3.4% | -11.1% | -34.4%
CC1(C)CC(=O)c2ccc(O)cc2O1 | -3.1 | -3.3 | -3.2% | 1.8% | 31.0%[activator] | -6.6% | -6.7%
Cc1ccc2nc(SCC(=O)NCc3ccccc3)nc(=O)n2c1 | · | · | -11.0% | · | 48.8%[activator] | 21.0% | -25.5%
Cc1ccccc1NS(=O)(=O)CCCCC(Cl)(Cl)Cl | -2.4 | 18.1 | -15.5% | 7.6% | -12.1% | -3.3% | -40.9%
Cc1nn(CC(=O)Nc2ccc3nc4n(c(=O)c3c2)CCCC4)c(C)c1[N+](=O)[O-] | -3.5 | -10.3 | 0.2% | -9.7% | ? | 3.7% | -4.9%
CCCCN(Cc1cccs1)S(=O)(=O)c1ccc(-c2ccc(=O)[nH]n2)s1 | -4.4 | -1.3 | -1.9% | 5.3% | 23.0% | ? | -9.8%
O=C(CCNS(=O)(=O)c1ccccc1C(F)(F)F)NNC(=O)C1COc2ccccc2O1 (stereo not drawn) | · | · | 0.0% | · | -0.8% | -6.4% | -15.7%
CCOC(=O)CSc1nc2c(c(=O)n1-c1ccc(OC)cc1)SCC2 | -1.6 | -3.6 | 0.0% | -3.3% | -3.1% | -12.8% | 2.2%
Cc1ccnc(N2CCC(C(=O)NNC(=O)COc3cccc4ccccc34)CC2)n1 | -1.3 | 9.3 | 10.3% | 0.0% | ? | 0.9% | -6.5%
CC(=O)c1ccc2c3c(cccc13)CC2 | 1.0 | -4.8 | 0.0% | -0.8% | 35.3%[activator] | -1.0% | -25.6%
O=C(CC1C(=O)NCCN1Cc1ccc(-c2ccccc2)cc1)NCCc1ccccn1 (stereo not drawn) | 15.9 | 34.3 | -1.6% | 1.7% | 15.1% | -0.1% | 166.2%[activator]
COC(=O)CCN(C(=O)c1ccc(N2CCCC2)c([N+](=O)[O-])c1)c1ccccn1 | 7.2 | 14.6 | 7.1% | 0.0% | -4.7% | -6.6% | 32.3%
O=C(CCNC(=O)c1ccccc1Cl)Nc1cccc(S(=O)(=O)N2CCCC2)c1 | · | · | -1.5% | · | ? | ? | -26.8%
CCCn1c(SCc2ccon2)nc2ccccc2c1=O | -3.5 | -10.0 | 2.1% | 1.3% | ? | · | -20.8%
NS(=O)(=O)c1ccc(CNC(=O)c2ccccc2SCC(=O)N2CCCC2)cc1 | · | · | -1.3% | · | 29.4% | 0.4% | -0.6%
NS(=O)(=O)c1ccc(CCNC(=O)Cc2cccs2)cc1 | 0.5 | · | 6.1% | 4.8% | ? | 5.2% | -16.4%
COc1ccc(S(=O)(=O)N2CCC(Cc3ccccc3)CC2)cc1NC(C)=O | -1.6 | -2.7 | -0.9% | 1.9% | 4.65µM* | 33.9%[activator] | -15.7%
COc1ccccc1NC(=O)N1CCCC1C(=O)Nc1ccc2c(c1)OCCO2 (stereo not drawn) | 1.5 | 15.4 | -7.6% | 0.7% | ? | 4.2% | -36.6%
COc1ccccc1OCC(=O)N1CCCC(N2CCN(c3ccc(F)cc3)CC2)C1 (stereo not drawn) | 0.9 | -10.4 | -7.9% | -4.9% | 29.8% | -9.1% | 94.5%[activator]
O=C(Cc1ccccc1)Nc1nonc1NC(=O)c1ccccc1 | -1.2 | -0.8 | -2.1% | 2.6% | ? | 0.0% | -32.7%

Structures listed so far with a nitro group on carbon, in the order listed:
SMILES | CHX counter | Shiga toxin inh | Tb PYK inh | LmPK inhibitor | Pf growth 96h | Pf growth 48h | AmpC no deterg
Cc1nn(CC(=O)Nc2ccc3nc4n(c(=O)c3c2)CCCC4)c(C)c1[N+](=O)[O-] | -3.5 | -10.3 | 0.2% | -9.7% | ? | 3.7% | -4.9%
COC(=O)CCN(C(=O)c1ccc(N2CCCC2)c([N+](=O)[O-])c1)c1ccccn1 | 7.2 | 14.6 | 7.1% | 0.0% | -4.7% | -6.6% | 32.3%

Single entries from the entries so far.
Tb PYK inh with O=C(Cc1ccccc1)Nc1nonc1NC(=O)c1ccccc1 = -2.1%
Pf growth 48h with NS(=O)(=O)c1ccc(CNC(=O)c2ccccc2SCC(=O)N2CCCC2)cc1 = 0.4%
AmpC no deterg with O=C(CCNS(=O)(=O)c1ccccc1C(F)(F)F)NNC(=O)C1COc2ccccc2O1 (stereo not drawn) = -15.7%

Compound activity: PubChem BioAssay, National Center for Advancing Translational Sciences (NCATS)

Outcome played no part in choosing rows (roughly 22% active in at least one column).
